Screening results: PubChem BioAssay, several laboratories
Myeloid diff 2 – promotes myeloid progenitor differentiation. calls only at 10 µM. ER-HoxA9 myeloid progenitors, lysozyme-GFP differentiation, flow cytometry. 360,000 tested, 1% active;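 active = normalized GFP-positive differentiation at or above the plate's own cutoff, the solvent-only control mean plus 3 SD; inconclusive = no clear call, values can overlap the other calls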;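 note: cells exposed to compound for four days before flow analysis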
LYP phosphatase – PTPN22 lymphoid phosphatase activity blockers – biochemical, fluorescence intensity, uHTS (AID 1779); recombinant LYP phosphatase, fluorescence intensity; higher % means a stronger effect; 290,000 tested, 0.054% active; inhibition, % at 11.5 µM; hits with a dose series show IC50 in µM;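 note: plate controls were vehicle with enzyme for no effect and no enzyme for full effect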
NOD2 inhibition – NOD2 signaling inhibitors, cell-based, luminescence, uHTS, HEK293 (AID 1566) | HEK293 NOD2/NF-kB luciferase reporter, luminescence; higher % means a stronger effect | inhibition, % at 4 µM; hits with a dose series show EC50 in µM | 290,000 tested, 0.63% active; note: many of its hits are not listed in these tables
Salmonella PhoP GFP – PhoP-dependent GFP reporter repression – Salmonella Typhimurium, primary screen (AID 1863) | S. Typhimurium PhoP-regulated promoter GFP reporter, 4 h; higher % means a stronger effect | one-dose inhibition, % at 50 µM; IC50 in µM for titrated hits | 300,000 tested, 0.16% active;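 active = inhibition over 29.93%, a cutoff 3 SD above the screen mean, later confirmed by dose response; inconclusive = inhibition over 29.93% but no dose response follow-up; inactive = inhibition at most 29.93% or unconfirmed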;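 note: 0% = low Mg2+ inducing control and 100% = high Mg2+ repressing control; strong numbers were not always called active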
KOR beta-arrestin-1 – kappa opioid receptor blockers – cell-based, luminescence, uHTS (AID 1778); 290,000 tested, 0.091% active; inhibition, % at 10 µM, or IC50 in µM where a hit was titrated; KOR beta-arrestin recruitment, luminescence, antagonist mode; higher % means a stronger effect; note: strong numbers were not always called active
Siah-1 displacement – blockers of Siah-1 interaction with plectin peptide – biochemical, fluorescence polarization, rhodamine-plectin, uHTS, primary screen (AID 1817). 290,000 tested, 0.02% active. Siah-1 / rhodamine-plectin peptide fluorescence polarization; higher % means a stronger effect. displacement, % at 20 µM; hits with a dose series show IC50 in µM;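 active = displacement of at least 50% at 20 µM, with a fluorescence ratio check between 0.3 and a set limit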;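 note: plate controls were Siah plus tracer with DMSO for no effect and tracer alone without Siah for full effect; strong numbers were not always called active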
KOR beta-arrestin-2 – KOR agonists, beta-arrestin recruitment, primary screen, cell-based, luminescence, uHTS (AID 1777) | 280,000 tested, 0.02% active | activation, % at 10 µM; hits with a dose series show EC50 in µM | KOR beta-arrestin recruitment, luminescence; higher % means a stronger effect; in the data active = activation above about 50%, passing the limit was not always enough; note: a part of the inactive calls stands beside numbers as strong as those of hits
NOD1 inhibition – NOD1 signaling inhibitors, primary screen, cell-based, luminescence, uHTS (AID 1578); NOD1-driven NF-kB luciferase reporter cells, luminescence; higher % means a stronger effect; inhibition, % at 4 µM; hits with a dose series show EC50 in µM; 290,000 tested, 1% active; in the data active = inhibition mostly above about 36%, no sharp cut-off; inactive = mostly below about 34%;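 note: HEK-293T reporter cells stimulated with the NOD1 agonist gamma-tri-DAP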
HIV fusion peptide – inhibitors of HIV fusion peptide binding, primary screen, biochemical, uHTS, fluorescence dequenching (AID 1986). 290,000 tested, 0.3% active. cell-free peptide binding, fluorescence dequenching, 30 min; higher % means a stronger effect. inhibition, % at 20 µM, or IC50 in µM where a hit was titrated; in the data active = inhibition mostly above about 52%, no sharp cut-off; inactive = mostly below about 76%; note: some results filed as inactive read as strong as hits
Myeloid diff 2 GFP+ MAC1+ % – second read-out of Myeloid diff 2, no call of its own (marks repeat the call); GFP+ MAC1+ double positive, %; measured here: differentiation confirmed by MAC1 staining
* marks the source's active call; other numbers are inactive results; i = inactive; ? = inconclusive; / = no result given; + = active, no number; [ ] = another dose, or the depositor's remark. Cut-off read from the data, not from the text of the source, unless noted: active = inhibition above about 50%; inactive = the rest.

Below each SMILES: KOR beta-arrestin-2	NOD1 inhibition	Myeloid diff 2	LYP phosphatase	HIV fusion peptide	Salmonella PhoP GFP	Siah-1 displacement	Myeloid diff 2 GFP+ MAC1+ %	NOD2 inhibition	KOR beta-arrestin-1
Cc1ccc(Nc2nnc(-c3ccc(N4CCOCC4)c([N+](=O)[O-])c3)c3ccccc23)cc1
→ 0.3%	4%	?	8%	-1.7%	3%	-4%	/	10%	14%
CCn1c(SC(C)C)nnc1-c1c[nH]c2ccccc12
→ 4.0%	2%	i	-9%	3.2%	3%	-1%	1.2	-5%	-2%
CCOC(=O)C1CCN(C(=O)CCn2c(=O)c3cccn3c3cccnc32)CC1
→ 11%	-8%	i	1%	0.7%	-8%	-4%	0.0	5%	-4%
CCN(CC)S(=O)(=O)c1ccc(Cl)nc1
→ -4.3%	-22%	i	-5%	-0.1%	-10%	13%	1.2	9%	2%
COc1ccc(-c2ccc(SCC(=O)Nc3cccc(C(C)=O)c3)nn2)cc1OC
→ -0.2%	10%	i	-2%	1.7%	2%	10%	1.0	-4%	-37%
O=C(NCc1ccccc1)c1cc[n+]([O-])cc1
→ 1.2%	-5%	i	-7%	0.7%	-6%	1%	0.6	-6%	20%
COc1ccc(-c2cc(C3CC3)nc3sc(C#N)c(N)c23)cc1
→ -1.3%	8%	/	3%	-0.3%	-10%	8%	/	17%	-17%
O=C(Nc1cccc(-c2cn3ccccc3n2)c1)c1cc2ccccc2oc1=O
→ 4.8%	-35%	?	-22%	-7.2%	-14%	7%	/	-11%	-20%
Cn1nc(-c2ccc(Cl)cc2)c2cc(C(=O)NC3CC3)sc21
→ 3.1%	-48%	i	4%	0.9%	10%	-5%	4.5	-10%	3%
CCCn1c(=N)c(S(=O)(=O)c2ccccc2)cc2c(=O)n3ccccc3nc21
→ 3.6%	-16%	i	-51%	1.6%	-13%	-1%	0.8	7%	-4%
COc1cc(CNCc2ccc(SC)cc2)cc(OC)c1
→ -2.1%	-12%	i	-6%	-0.7%	12%	6%	0.7	16%	28%
c1csc(-c2cc(N3CCCCC3)c3ccccc3n2)c1
→ 5.5%	-8%	/	1%	-0.1%	-1%	-1%	/	4%	-26%
Cc1occc1-c1nnc(SCC(=O)Nc2ccccc2)n1C
→ /	-34%	i	-3%	1.3%	1%	3%	0.1	3%	29%[20 µM]
CCOC(=O)N1CCN(C(=O)c2ccc(C)c(S(=O)(=O)N3CCCCC3)c2)CC1
→ 6.1%	-43%	i	-7%	0.1%	4%	4%	0.5	2%	0%
O=C(CSc1ccccc1)NCc1ccc(F)cc1
→ -5.0%	-28%	i	-11%	-0.1%	5%	-2%	0.2	-35%	-17%[20 µM]
CCC(C)(C)NC(=O)CN(C(=O)CCC(=O)Nc1nccs1)c1ccc(C)cc1
→ -2.8%	-30%	i	-10%	-0.7%	3%	-5%	0.2	9%	12%
O=C(COc1ncnc2cc([N+](=O)[O-])ccc12)NCCc1ccc(Cl)cc1
→ -1.4%	-32%	i	0%	-2.2%	6%	-2%	0.3	12%	9%[20 µM]
Cc1cccc(C)c1NC(=O)CN(C)S(=O)(=O)c1ccc(-c2ccc(=O)[nH]n2)s1
→ 5.0%	-7%	i	-5%	1.1%	9%	-3%	0.8	18%	-35%
CCN(CC)CCN(C(=O)CCS(=O)(=O)c1ccccc1)c1nc2c(C)cc(C)cc2s1
→ 0.2%	9%	/	-9%	1.8%	-4%	3%	/	7%	-39%
OC1(CN2CCOCC2)C2CN3CCN(C2)CC1(c1ccccc1)C3 (stereo not given)
→ -1.0%	-13%	+	-4%	-1.1%	-11%	4%	4.5*	23%	-36%

Below each SMILES: KOR beta-arrestin-2	NOD1 inhibition	Myeloid diff 2	LYP phosphatase	HIV fusion peptide	Salmonella PhoP GFP	Siah-1 displacement	Myeloid diff 2 GFP+ MAC1+ %	NOD2 inhibition	KOR beta-arrestin-1
COc1ccc(NC(=O)c2cc(S(=O)(=O)N(Cc3ccccc3)c3ccccc3)ccc2Cl)cn1
→ 5.0%	11%	i	-1%	7.2%	0%	-5%	0.7	-38%	-8%
CCn1cnc2c1c(=O)n(CC(=O)NCC(C)C)c(=O)n2Cc1ccccc1
→ 1.0%	-5%	i	-5%	-0.3%	5%	1%	1.1	6%	13%
NC(=O)C1(N2CCCCC2)CCN(C(=O)CSc2nc3ccccc3[nH]2)CC1
→ 0.7%	-29%	i	-4%	-1.4%	2%	9%	0.5	10%	-43%
Fc1ccc(NC(=S)N2CCOCC2)cc1Cl
→ 0.4%	-28%	i	6%	-0.4%	-2%	10%	1.0	2%	-6%
Cc1ccc(S(=O)(=O)N(C)CC(=O)Nc2nnc(CC(C)C)s2)cc1
→ 2.0%	-32%	i	-8%	-0.7%	-7%	2%	0.7	5%	3%
Cc1cnc(C(=O)OCC(=O)Nc2cccc(S(=O)(=O)N3CCCCC3)c2)cn1
→ -3.2%	-4%	i	2%	-0.6%	13%	-2%	0.8	16%	-6%
O=C(c1c[nH]c2ccccc12)N1CCN(Cc2ccccc2)CC1
→ -5.3%	-7%	i	-4%	-0.7%	-5%	1%	0.3	26%	16%
CCCn1nc2cc(C(=O)NC3CCc4ccccc43)ccc2c1OCC (stereo not given)
→ -4.5%	-15%	i	-7%	-2.1%	-3%	4%	1.3	2%	10%
NC(=O)C1CCN(C(=O)Cc2ccc([N+](=O)[O-])cc2)CC1
→ 6.0%	-40%	i	-2%	-1.8%	0%	-1%	1.2	4%	/
O=S(=O)(Nc1cccc(Oc2ccc(Cl)cc2)n1)c1ccc(F)cc1
→ -2.9%	-14%	i	-2%	-0.8%	3%	-1%	0.4	12%	17%
CCCCn1c(=O)[nH]c(=O)c2c1nc(-c1ccccc1OC(F)F)n2C
→ -1.1%	-7%	i	-2%	0.2%	-7%	3%	0.7	6%	-9%
CCO[C@@H]1OC(C(=O)NCc2nc3ccccc3[nH]2)=C[C@H](c2cn(C(C)=O)c3ccccc23)[C@H]1CCCO
→ -1.7%	-1%	i	-2%	1.2%	7%	0%	1.1	12%	22%
O=C(CSCc1ccc(Cl)cc1)Nc1ccccc1C(=O)N1CCOCC1
→ 0.5%	-26%	i	3%	-0.7%	3%	4%	1.0	12%	-5%
COc1ccc(CNC(=O)C2CCN(S(=O)(=O)N3CCCC3)CC2)cc1
→ 0.2%	-20%	i	-8%	1.1%	4%	6%	6.1	17%	-58%
CCN1CCN(C(=S)NC(=O)c2cccs2)CC1
→ 1.2%	-36%	i	-8%	0.2%	-1%	8%	0.7	-5%	-1%
Cc1ccccc1N1OC2C(=O)N(c3ccc(F)cc3)C(=O)C2C1c1ccccn1 (stereo not given)
→ -1.3%	-12%	i	5%	4.5%	-4%	1%	7.3	-16%	15%
O=C(Cc1ccccc1Cl)Nc1nc2ccccc2[nH]1
→ -1.0%	-4%	i	-4%	2.2%	-8%	4%	0.3	-13%	28%
COC(=O)c1ccccc1S(=O)(=O)N1CCC(NC(=O)c2ccccc2)CC1
→ 6.1%	3%	i	-11%	0.5%	-1%	-4%	1.4	0%	-29%
CC(=O)COC(=O)c1ccc2noc(-c3ccccc3)c2c1
→ -7.1%	-34%	/	-1%	5.3%	-9%	3%	/	2%	-32%
CCC(C)N1C(=O)CCC1C(=O)NCc1ccc2c(c1)OCO2 (stereo not given)
→ 1.8%	-14%	i	-11%	0.1%	5%	1%	1.5	-5%	-1%

A second format for 10 compounds above:
smiles | KOR beta-arrestin-2 | NOD1 inhibition | Myeloid diff 2 | LYP phosphatase | HIV fusion peptide | Salmonella PhoP GFP | Siah-1 displacement | Myeloid diff 2 GFP+ MAC1+ % | NOD2 inhibition | KOR beta-arrestin-1
Cc1ccc(Nc2nnc(-c3ccc(N4CCOCC4)c([N+](=O)[O-])c3)c3ccccc23)cc1 | 0.3% | 4% | ? | 8% | -1.7% | 3% | -4% | / | 10% | 14%
CCn1c(SC(C)C)nnc1-c1c[nH]c2ccccc12 | 4.0% | 2% | i | -9% | 3.2% | 3% | -1% | 1.2 | -5% | -2%
CCOC(=O)C1CCN(C(=O)CCn2c(=O)c3cccn3c3cccnc32)CC1 | 11% | -8% | i | 1% | 0.7% | -8% | -4% | 0.0 | 5% | -4%
CCN(CC)S(=O)(=O)c1ccc(Cl)nc1 | -4.3% | -22% | i | -5% | -0.1% | -10% | 13% | 1.2 | 9% | 2%
COc1ccc(-c2ccc(SCC(=O)Nc3cccc(C(C)=O)c3)nn2)cc1OC | -0.2% | 10% | i | -2% | 1.7% | 2% | 10% | 1.0 | -4% | -37%
O=C(NCc1ccccc1)c1cc[n+]([O-])cc1 | 1.2% | -5% | i | -7% | 0.7% | -6% | 1% | 0.6 | -6% | 20%
COc1ccc(-c2cc(C3CC3)nc3sc(C#N)c(N)c23)cc1 | -1.3% | 8% | / | 3% | -0.3% | -10% | 8% | / | 17% | -17%
O=C(Nc1cccc(-c2cn3ccccc3n2)c1)c1cc2ccccc2oc1=O | 4.8% | -35% | ? | -22% | -7.2% | -14% | 7% | / | -11% | -20%
Cn1nc(-c2ccc(Cl)cc2)c2cc(C(=O)NC3CC3)sc21 | 3.1% | -48% | i | 4% | 0.9% | 10% | -5% | 4.5 | -10% | 3%
CCCn1c(=N)c(S(=O)(=O)c2ccccc2)cc2c(=O)n3ccccc3nc21 | 3.6% | -16% | i | -51% | 1.6% | -13% | -1% | 0.8 | 7% | -4%

Next results follow:
Below each SMILES: KOR beta-arrestin-2	NOD1 inhibition	Myeloid diff 2	LYP phosphatase	HIV fusion peptide	Salmonella PhoP GFP	Siah-1 displacement	Myeloid diff 2 GFP+ MAC1+ %	NOD2 inhibition	KOR beta-arrestin-1
COc1ccccc1CC(=O)Nc1ccc(-c2nnc(-c3ccco3)o2)cc1
→ -2.1%	-54%	i	-3%	0.6%	-3%	-4%	2.1	-2%	-22%
O=C(NCCCN1CCOCC1)c1ccc(Br)s1
→ 4.8%	-9%	i	-8%	-0.1%	5%	3%	7.1	-8%	-19%
O=C(O)C1CC=CCC1C(=O)NC12CC3CC(CC(C3)C1)C2 (stereo not given)
→ -3.6%	-24%	i	-3%	-2.8%	32%	3%	0.5	-1%	4%
COc1ccc(CNC(=O)CCSc2ccc(F)cc2)cc1OC
→ -1.3%	-3%	i	-1%	-0.9%	-7%	5%	0.5	12%	-5%
Cc1ccc(-c2nc(N/N=C/c3ccccc3[N+](=O)[O-])c3ccccc3n2)cc1
→ 4.8%	-16%	+	-2%	-1.9%	-2%	2%	1.1*	-22%	-26%
COc1cc(C(=S)N2CCCC2)cc(Cl)c1O
→ 3.3%	-26%	i	1%	0.0%	0%	-4%	0.3	-7%	-40%
Cc1cc(-c2csc(NC(=O)c3ccccc3C(F)(F)F)n2)c(C)n1Cc1ccccc1
→ -1.2%	-5%	i	8%	8.6%	31%	3%	1.0	2%	-5%

An excerpt. The share of hits here may be higher or lower than overall.
